# iPSC survival up: enhancers of single-cell hiPSC survival, primary screen, ATPlite luminescence. AID 602274, 2012. survival enhancement, % at 20 µM. 100% = ROCK inhibitor wells, 0% = DMSO. 360,000 compounds, 0.044% hits; in the data active = survival enhancement above about 18%;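 note: cells exposed to compounds for 16 hours before the ATP read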
# aDG glyco act: activators of alpha-DG glycosylation, primary screen, uHTS, Pro5-aDG cells, AlphaScreen; 360,000 compounds, 0.22% hits; activation, % at 10 µM; AID 624168, 2012; alpha-DG glycosylation AlphaScreen (IIH6); 0% Pro5, 100% B10-LARGE cell signal;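 active = activation of at least 8% versus controls, or a plate z-score of at least 8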;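 note: Pro5 are CHO cells carrying HIG-tagged alpha-DG that lacks glycosylation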
# Exocytosis inh: LAMP-1 surface exposure blockers, TALL-104 cells – cell-based, flow cytometry, MLPCN library, primary screen. TALL-104 LAMP-1 surface exposure; cells stimulated with thapsigargin and PMA. AID 651702, 2012. 360,000 compounds, 0.66% hits. inhibition, % at 10 µM;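 active = inhibition above about 55%, limit read from the data; inconclusive = no clear call, values can overlap the other calls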
# MITF TRPM1 inh: inhibitors of MITF-dependent TRPM1 promoter reporter, primary screen, cell-based, SK-MEL-5, single point, luciferase; SK-MEL-5 TRPM1 promoter luciferase, 24 h; inhibition, % at 12.5 µM; 330,000 compounds, 0.83% hits; AID 488899, 2010;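 active = mean inhibition across replicates of 60% or more, whatever share of single replicates reaches that level; inconclusive = some that reach 60%, reason not given; inactive = mean inhibition across replicates below 60%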; note: values of inactives mirror those of a sister screen read the other way
# HIF-2a inh: HIF-2a reporter inhibitors, primary screen, luminescence, 786-0 RCC cells | 786-0 RCC cells HIF-2a reporter, luciferase luminescence, overnight | inhibition, % at 18.8 µM | 360,000 compounds, 0.72% hits | AID 624352, 2012;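 active = inhibition of the luminescence signal of 40% or more relative to plate controls, in a single-dose primary screen at 18.75 µM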
# PDI inh: inhibitors of human PDI, primary screen, biochemical, turbidity, single point, plate reader; PDI insulin aggregation turbidity, A650, 90 min; 350,000 compounds, 0.052% hits; Protein disulfide-isomerase (Homo sapiens), P07237; inhibition, % at 10 µM;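 active = mean inhibition across replicates of 30% or more, whatever share of single replicates reach that level; inconclusive = mean inhibition below 30% while every single replicate reaches 30%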;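 note: absorbance from insulin aggregation driven by PDI reduction with DTT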
# Target sequence (P07237 whole entry, looked up): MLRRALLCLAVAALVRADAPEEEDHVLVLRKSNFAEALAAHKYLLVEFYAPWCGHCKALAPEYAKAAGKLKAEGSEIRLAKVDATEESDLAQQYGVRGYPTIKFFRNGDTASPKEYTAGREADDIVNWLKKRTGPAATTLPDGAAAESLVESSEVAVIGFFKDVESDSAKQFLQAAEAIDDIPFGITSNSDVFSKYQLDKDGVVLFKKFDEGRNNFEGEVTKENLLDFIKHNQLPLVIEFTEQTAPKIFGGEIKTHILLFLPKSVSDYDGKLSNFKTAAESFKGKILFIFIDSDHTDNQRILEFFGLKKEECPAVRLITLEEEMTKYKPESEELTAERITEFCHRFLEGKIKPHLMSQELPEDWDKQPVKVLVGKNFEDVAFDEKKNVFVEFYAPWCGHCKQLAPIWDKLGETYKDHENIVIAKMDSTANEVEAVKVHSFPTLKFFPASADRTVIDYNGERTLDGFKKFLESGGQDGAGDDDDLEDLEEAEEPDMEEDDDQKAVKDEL
# NR2E3 ag-1: inhibitors of NR2E3-RetCOR corepressor binding, primary screen, NR2E3 agonist project, biochemical, TR-FRET, GST-NR2E3, biotin-RetCOR | Photoreceptor-specific nuclear receptor (Homo sapiens), Q9Y5X4 | 1536-well | inhibition of corepressor binding, % at 4.78 µM | 320,000 compounds, 0.12% hits | AID 2300, 2010;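 active = percent inhibition above the cutoff of mean plus 3 SD of all tested compounds, set per screening campaign, cut at about 20% in these data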;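 note: 0% = DMSO wells and 100% = biotin wells as full block of FRET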
# Target sequence (Q9Y5X4 whole entry, looked up): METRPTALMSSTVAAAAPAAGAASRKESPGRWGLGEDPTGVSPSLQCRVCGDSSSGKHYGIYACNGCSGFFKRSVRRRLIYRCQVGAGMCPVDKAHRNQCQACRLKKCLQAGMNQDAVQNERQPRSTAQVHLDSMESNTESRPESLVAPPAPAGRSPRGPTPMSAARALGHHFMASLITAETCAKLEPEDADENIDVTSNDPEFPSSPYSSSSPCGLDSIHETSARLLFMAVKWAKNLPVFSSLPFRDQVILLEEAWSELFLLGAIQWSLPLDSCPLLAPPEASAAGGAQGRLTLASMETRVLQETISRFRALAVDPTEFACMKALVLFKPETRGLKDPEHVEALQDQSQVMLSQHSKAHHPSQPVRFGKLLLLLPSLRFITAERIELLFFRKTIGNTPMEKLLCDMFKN
#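 System: GST-NR2E3 and biotin-RetCOR proteins; probe or stimulus: 7 nM biotin-RetCOR; doses: compound at 4.8 µM, single dose; schedule: Compound–protein incubation for 5 h at 4 °C; detection: time-resolved FRET; read-out: percent inhibition; controls: biotin wells as high control, 0.6% DMSO wells as low control; format: 1536-well plates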
# Peg3 promoter: Peg3 promoter-driven luciferase inhibitors, primary screen, cell-based, HeLa, luciferase luminescence; HeLa PEG-Prom luciferase reporter, overnight; inhibition, % at 20 µM; 360,000 compounds, 1.7% hits; AID 588405, 2011;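 active = inhibition of at least 50% at 20 µM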
# NR2E3 ag-2: NR2E3 agonists in two-hybrid cells, primary screen, cell-based, luminescence, CHO-S, Gal4-NCOR/VP16-NR2E3; AID 602229, 2012; 360,000 compounds, 0.35% hits; inhibition of corepressor binding, % at 3.98 µM; Photoreceptor-specific nuclear receptor (Homo sapiens), Q9Y5X4; luciferase;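 active = inhibition above the mean of all tested compounds plus 3 SD, cut at about 70% in these data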;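 note: 0% = DMSO with NR2E3 transfected cells and 100% = cells lacking NR2E3 construct; higher means lower luciferase signal from less NR2E3 corepressor binding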
# Vif inh: HIV Vif self-association inhibitors, primary screen, imaging, HEK293T, single point. HEK293T cells, Vif self-association by quenched fluorescence, 24 h. inhibition, % at 7.49 µM. 340,000 compounds, 0.35% hits. AID 602346, 2012; in the data active = inhibition above about 50%, passing the limit was not always enough; inconclusive = no clear call, values can overlap the other calls; inactive = below about 31%; note: some results filed as inactive read as strong as hits
# CaV13 ICDI inh: Disruptors of the CACNA1D IQ motif to Ca2+-dependent inactivation inhibitor domain association, primary screening, Förster resonance energy transfer in intact living … | inhibition, % at 12.3 µM | HEK cells, CFP/YFP FRET ICDI-IQ, plate reader, 10 min; percent FRET-ratio fall versus neutral wells | 340,000 compounds, 0.098% hits;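 active = mean replicate inhibition of at least 30% and at least 1% of replicates passing that level; inconclusive = only one of the two criteria is met; inactive = neither criterion is met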;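 note: 0% = median of the neutral control wells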
# * hit, by the source's call; u = inconclusive; x = no result given; & = joins results of further samples.
SMILES	iPSC survival up	aDG glyco act	Exocytosis inh	MITF TRPM1 inh	HIF-2a inh	PDI inh	NR2E3 ag-1	Peg3 promoter	NR2E3 ag-2	Vif inh	CaV13 ICDI inh
O=C(CCn1c(=O)[nH]c2ccsc2c1=O)NCCc1ccc(Cl)cc1	2.3	0.3	0	-1	20	-1	4	13	-15	-10	-5
O=C(CCSc1nnc(-c2ccncc2)o1)Nc1cccc2ccccc12	2.9	-0.3	7	-2	8	-3	0	-36	-14	-7	-5
O=C(COC(=O)c1ncc(Cl)c(Cl)c1Cl)NC(=O)NCc1ccccc1	1.4	0.2	5	5	17	3	6	25	-12	16	-2
CC(=O)c1c(C(C)=O)c(C)n(-c2ccc(C)c(NC(=O)c3ccccc3Cl)c2)c1C	1.4	0.4	17	3	24	6	4	15	12	-14	-4
COc1ccc(-n2c(O)c(/C=C3\C=Nc4ccccc43)c(=O)[nH]c2=O)cc1	0.4	0.0	29	2	21	2	x	16	2	2	-59
COC(=O)c1ccccc1S(=O)(=O)N1CCC(C(=O)OCc2ccc([N+](=O)[O-])cc2)CC1	0.3	0.0	-5	-1	-6	1	-1	-14	-1	15	-6
CC(C)CC(C(=O)NC1CCCCC1)N(Cc1ccccc1)C(=O)c1snc(C(N)=O)c1N (stereo unspecified)	-0.2	0.0	28	4	10	-2	4	25	17	6	-7
Cc1c(C(=O)OCC2CCCO2)[nH]c2c1C(=O)CC(c1ccco1)C2 (stereo unspecified)	2.0	0.0	4	20	-20	-6	0	-4	-132	-9	x
C=CCOc1ccccc1C(=O)/C=C1/C(=O)Nc2ccccc21	0.4	-0.2	10	7	80*	3	-1	76*	-12	-3	-18
OCCN1CCN(c2ncnc3sc(-c4ccccc4)cc23)CC1	-0.5	-0.5	0	-7	9	6	1	-6	10	-2	-3
O=C(/C=C/c1cccc([N+](=O)[O-])c1)NCCSCc1ccc(Cl)cc1Cl	-1.2	0.3	3	2	4	0	0	8	-30	-10	-6
CN(C)c1ccc(C(CNS(=O)(=O)c2ccc(F)c(F)c2)c2c[nH]c3ccccc23)cc1 (stereo unspecified)	-1.0	-0.4	7	5	-16	3	-5	20	-39	14	-5
O=C1N[C@@H](c2ccccc2)COC(=O)[C@@H](Cc2ccc(F)cc2)C/C=C\C[C@H]1CC(=O)N(CCO)Cc1ccccc1	-1.2	-0.4	19	-4	21	-6	x	42	23	3	-6
CCn1c(CNC(=O)Cc2ccc(OC)cc2)nnc1SCC(=O)NC1CCCCC1	-1.5	-0.1	0	0	7	2	1	12	-7	6	-4
COc1ccc(CNC(=O)CCCOc2cc(=O)n(C)c3ccccc23)cc1	-0.7	-0.1	-1	-1	5	-1	5	3	-26	-5	-4

# (cont.)
SMILES	iPSC survival up	aDG glyco act	Exocytosis inh	MITF TRPM1 inh	HIF-2a inh	PDI inh	NR2E3 ag-1	Peg3 promoter	NR2E3 ag-2	Vif inh	CaV13 ICDI inh
COc1cccc(-c2ccc(NC(=O)C3CCCN(Cc4cccc(C)n4)C3)cc2)c1 (stereo unspecified)	-1.0	0.2	10	x	-20	0	x	1	-24	-5	-5
Cc1cc2c(cc1C)C(=O)CCC2	-0.8	0.0	-4	x	17	-3	x	6	10	0	-15
c1ccc(Nc2nc(CSc3ncn[nH]3)cs2)cc1	2.3	0.3	-6	-40	-135	-6	4	-130	-74	0	-1
CCN1CCN(c2ccc(NC(=O)c3ccco3)cc2)CC1	-0.6	0.1	-1	-94	-183	0	0	-161	-43	-2	-3
CCN1CCCC1CNC(=O)C1c2cc(OC)c(OC)cc2C(=O)N(C)C1c1cccnc1 (stereo unspecified)	1.1	0.1	14	8	10	2	-4	5	-12	6	-4
CC(C)NC(=O)c1cc(C2CCCCN2S(=O)(=O)c2ccc(C#N)cc2)on1 (stereo unspecified)	4.8	-0.1	-3	x	12	-2	x	4	1	u	-11
CC(C)Oc1cccc(C(=O)C2CCCN(S(C)(=O)=O)C2)c1 (stereo unspecified)	-2.7	1.2	-5	-6	-3	1	-1	4	-16	16	-7
CC(/C=C/c1ccc(O)cc1)=NNc1ccccc1	0.2	0.1	59*	-7	-67	-9	x	-87	-120	-5	-6
COc1ccc(C(=O)c2[nH]c(N)c(C(N)=O)c2-c2ccc(OC)c(OC)c2)cc1	0.2	-0.1	2	x	-38	x	x	x	12	x	-5
CCOc1ccc(N2CC(C(=O)N3CCCCCC3)CC2=O)cc1 (stereo unspecified)	0.3	-0.1	-19	-13	-12	2	1	-8	9	6	-3
Cn1c(SCC(=O)NC2CCCCCC2)nnc1-c1ccco1	0.1	0.1	-1	3	16	-2	1	1	-22	3	-5
COC(=O)c1cc(Cl)cc(Cl)c1OS(=O)(=O)N(C)C	2.0	0.4	-8	6	22	-12	-1	4	0	4	-6
CCOc1ccccc1NC(=O)COc1coc(CN2CCc3ccccc3C2)cc1=O	-0.4	0.8	-3	8	22	-1	-3	19	3	-1	-15
COc1cccc(-c2csc(Nc3ccc(Oc4ccccc4)cc3)n2)c1	-0.4	-0.1	3	x	-100	x	x	-68	-23	0	x
O=C(CS(=O)(=O)c1ccccc1)c1cc2cc(F)ccc2oc1=O	0.0	-0.1	7	-4	14	-3	-1	-3	-21	16	x

# Structures above marked active in Peg3 promoter.
smiles	aDG glyco act	Exocytosis inh	MITF TRPM1 inh	HIF-2a inh	PDI inh	NR2E3 ag-1	Peg3 promoter	NR2E3 ag-2	Vif inh	CaV13 ICDI inh
C=CCOc1ccccc1C(=O)/C=C1/C(=O)Nc2ccccc21	-0.2	10	7	80*	3	-1	76*	-12	-3	-18

# Just aDG glyco act, for some of the entries so far:
Compound | aDG glyco act
CCn1c(CNC(=O)Cc2ccc(OC)cc2)nnc1SCC(=O)NC1CCCCC1 | -0.1
CC(C)Oc1cccc(C(=O)C2CCCN(S(C)(=O)=O)C2)c1 (stereo unspecified) | 1.2
O=C(CCSc1nnc(-c2ccncc2)o1)Nc1cccc2ccccc12 | -0.3
COc1ccc(CNC(=O)CCCOc2cc(=O)n(C)c3ccccc23)cc1 | -0.1
OCCN1CCN(c2ncnc3sc(-c4ccccc4)cc23)CC1 | -0.5

# The results go on.
SMILES	iPSC survival up	aDG glyco act	Exocytosis inh	MITF TRPM1 inh	HIF-2a inh	PDI inh	NR2E3 ag-1	Peg3 promoter	NR2E3 ag-2	Vif inh	CaV13 ICDI inh
COc1ccc(NC(=O)c2cccc(OS(=O)(=O)N(C)C)c2)cc1	-2.8	2.0	-3	-39	-195	-4	2	-228	-124	-8	-5
O=c1[nH]c2ccc(Cl)cc2c(-c2ccccc2)c1N1CCN(c2ccccn2)CC1	4.2	0.6	0	2	15	2	-1	22	1	-9	-8
Cc1c(C)c2c(OCC(=O)NCc3ccco3)cc3c(c2oc1=O)CCC(C)(C)O3	2.1	-0.2	-5	0	16	x	-2	3	-14	1	x
c1ccc2[nH]c(C3CC3)nc2c1	-0.6	-0.5	0	8	8	21	-1	1	-11	-1	-4
CCOc1cc(C)nc(N2CCC(C(=O)NCC3CCCO3)CC2)n1 (stereo unspecified)	7.8	-0.1	-2	-1	5	-4	x	6	20	0	-1
Cc1[nH]nc(C(=O)NN=Cc2ccccc2Cl)c1N=NN(C)C	-1.7	0.1	4	-37	-139	-9	x	-107	-17	-21	-7
COc1cccc(NC(=O)CCC2CCN(C(=O)c3ccc(C(C)=O)s3)CC2)c1	-0.3	-0.4	-3	13	5	6	-2	0	-14	1	-3
Cc1cc(OC(=O)c2c(Cl)cc(Cl)cc2Cl)nc(C)n1	0.7	0.3	-1	10	28	3	1	2	13	-1	-3
Cc1cccc(OCC(=O)OCC(=O)Nc2sccc2C(N)=O)c1	-0.5	0.1	-2	5	0	-2	x	-3	22	2	-2
CCOc1ccc(N=NC2C(=O)N(C(N)=S)N=C2C)cc1 (stereo unspecified)	-0.4	-0.1	13	-36	-278	3	-5	-247	-67	3	0
Cc1ccccc1OCCNc1cc(N2CCCCC2)ccc1[N+](=O)[O-]	0.8	-0.2	0	-16	-78	3	-4	-32	-49	14	-4
NC1=NC(=O)CC(C(=O)NCc2ccccc2)S1 (stereo unspecified)	3.1	-0.1	1	10	13	-2	-2	13	1	3	-3
COc1ccc(C)cc1S(=O)(=O)NCCc1ccccc1	-2.1	-0.3	2	-19	-9	2	2	12	-18	-5	-7
CCOC(=O)c1ccc(NC(=O)Cc2coc3cc4c(cc23)CCC4)cc1	3.5	0.5	-2	2	-3	-10	2	1	-27	0	-5
CCN1CCN(Cc2ccc(NC(=O)c3ccc(C)c(NC(=O)C4=NN(c5ccccc5)C(=O)C4)c3)cc2C(F)(F)F)CC1	0.9&-1.5	-0.3&-0.3	-3&-14	10	-13&15	-5&2	5	-34&3	-5&-21	0&2	-3&-5
NC(=O)C1CCN(C(=O)OCc2ccccc2)CC1	0.9	-0.2	3	8	0	-13	0	-22	-84	4	x
COc1cc(OC)c(S(=O)(=O)NC(C)C)cc1C(=O)O	-0.6	-0.2	3	11	1	-3	-2	15	-6	1	-2
CC1CN(C(=O)c2cc3ccccc3cc2O)CC(C)O1 (stereo unspecified)	-0.5	-0.2	-1	6	11	4	-1	15	-6	-7	-7
